Bioassay records (PubChem BioAssay)
D3 ag: qHTS of D3 Dopamine Receptor Agonist: qHTS. 410,000 compounds, 0.58% hits. max activation, %. D(3) dopamine receptor (Homo sapiens), P35462. AID 652048, 2013. D3R DiscoveRx beta-arrestin cells, luminescence, 90 min; in the data active = max activation above about 30%; note: 0% is about no effect; mostly tested at two doses, the higher about 12 µM
Target sequence (P35462 whole entry, looked up): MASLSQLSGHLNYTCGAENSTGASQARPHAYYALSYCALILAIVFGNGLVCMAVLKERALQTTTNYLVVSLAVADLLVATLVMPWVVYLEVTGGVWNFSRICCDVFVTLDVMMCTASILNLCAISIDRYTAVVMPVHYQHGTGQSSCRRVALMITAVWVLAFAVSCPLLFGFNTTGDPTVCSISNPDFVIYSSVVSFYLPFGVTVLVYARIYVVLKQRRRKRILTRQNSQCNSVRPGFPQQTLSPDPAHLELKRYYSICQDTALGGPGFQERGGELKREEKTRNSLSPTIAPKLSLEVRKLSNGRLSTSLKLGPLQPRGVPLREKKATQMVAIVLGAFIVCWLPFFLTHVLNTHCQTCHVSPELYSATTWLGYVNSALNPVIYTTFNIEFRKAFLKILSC
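Agonist mode: compounds and dopamine controls were applied to plated cells for 90 min at 37 degrees C after an overnight attachment at 1500 cells/well. Luminescent read-out followed 30 - 60 minutes at room temperature with DiscoveRx detection reagent.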
HT1080NT lethal: qHTS for induction of synthetic lethality in tumor cells producing 2HG: qHTS for the HT-1080-NT fibrosarcoma cell line; Potency, µM (doses to about 46.1 µM), for the others: top-dose activity, negative = less viability, usual class: cytotoxic; HT-1080-NT fibrosarcoma viability, CellTiter-Glo ATP luminescence, 48 h; 360,000 compounds, 1.6% hits;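 note: NT is the 2HG producing partner of a matched IDH1 knockdown line; potency is the fitted concentration of half-maximal effect; 0% = DMSO-treated cells and -100% = media-only wells without cells; nearly all actives have a fitted effect of over 55% in size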
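HT-1080-NT fibrosarcoma cells (2HG-overproducing), 750 cells/well in RPMI with 5% FBS, dosed after 2 h and incubated 48 h at 37C. CellTiter-Glo luminescence normalized to DMSO and no-cell wells; concentration-response curves fitted and classed.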
SW480 rereplic: A quantitative high throughput screen for small molecules that induce DNA re-replication in SW480 colon adenocarcinoma cells; SW480 DNA re-replication, Hoechst DNA content imaging, 48 h; Potency, µM (highest dose often 46.1 µM), for inactives: at the top dose re-replication activation, usual class: activators; 340,000 compounds, 1.8% hits; AID 624297, 2012; note: potency is the fitted concentration of half-maximal effect; % of control where 0% means no effect; nearly all actives have a fitted effect of over 55% in size
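Image-based DNA-content assay: after two days of treatment, nuclei were labelled with the DNA dye Hoechst and imaged, and hits were compounds raising the count of nuclei showing high fluorescence intensity.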
MCF10A rereplic: A quantitative high throughput screen for small molecules that induce DNA re-replication in MCF 10a normal breast cells; MCF 10A DNA re-replication, Hoechst nuclear intensity, 48 h; Potency, µM (series often up to 46.1 µM), for inactives: at the top dose activity, positive = re-replication, usual class: activators; AID 624296, 2012; 350,000 compounds, 2.9% hits; note: potency is the fitted concentration of half-maximal effect; % of control where 0% means no effect; nearly all actives have a fitted effect of over 50% in size
KB-3-1 cytotox: qHTS assay for MDR1-selective chemotherapeutics: Primary screen using the parental adenocarcinoma cell KB-3-1; KB-3-1 viability, CellTiter-Glo ATP luminescence, 72 h; Potency, µM (top dose mostly 46.1 µM), for the others: at the highest dose activity change, negative = cytotoxic, actives largely listed as cytotoxic; 400,000 compounds, 1.4% hits; AID 1347075, 2019; note: potency is the fitted concentration of half-maximal effect; % is set by controls: 0 for no effect and ±100 for the full control effect; nearly all actives have a fitted effect of over 60% in size
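Parental KB-3-1 adenocarcinoma cells in phenol-red-free DMEM with 10% FBS were pin-treated with compounds at several concentrations, incubated 72 h at 37 °C, and viability read by CellTiter-Glo luminescence; concentration-effect curves were fitted after normalization.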
GLP1R cytotox: qHTS of GLP-1 Receptor Inverse Agonists: Cytotox Screen | HEK293 cAMP-luciferase reporter cells, luminescence, 24 h | Potency, µM (top dose mostly 38.3 µM), for the others: at the top dose activity change, negative = inhibition, hits mostly inhibitors | 410,000 compounds, 0.13% hits | AID 624418, 2012;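 note: loss of luciferase light is scored as toxicity; potency is the fitted concentration of half-maximal effect; % is set by controls: 0 for no effect and ±100 for the full control effect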
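Quantitative HTS format, 1536 wells, 200 cells/uL seeded. Compounds: 23 nL, 24 h, 37 °C. Detection: luciferase reagent, luminescence at 12 min RT; decreased signal taken as cytotoxic.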
KB-V1 MDR tox: qHTS assay for MDR1-selective chemotherapeutics: Primary screen using the drug-selected MDR subline cells KB-V1; Potency, µM (top dose mostly 46.1 µM), without a hit: top-dose activity change, negative = cytotoxicity, most hits filed as cytotoxic; KB-V1 MDR cells viability, CellTiter-Glo, 72 h; 400,000 compounds, 3.4% hits; note: potency is the fitted concentration of half-maximal effect; % is set by controls: 0 for no effect and ±100 for the full control effect; nearly all actives have a fitted effect of over 60% in size
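KB-V1 cells (P-gp-expressing MDR subline of KB-3-1) in phenol-red-free DMEM with 10% FBS were exposed to library compounds over a concentration series for 72 h at 37 degrees C. Viability read by CellTiter-Glo luminescence; concentration-effect curves fitted after normalization.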
HT1080 IDH1KD tx: qHTS for induction of synthetic lethality in tumor cells producing 2HG: qHTS for the HT-1080-IDH1KD cell line; HT-1080 IDH1 knockdown viability, ATP luminescence, 48 h; Potency, µM (highest dose often 46.1 µM), without a hit: top-dose activity, negative = toxicity, usual class: cytotoxic; 360,000 compounds, 2% hits; AID 686971, 2013;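 note: potency is the fitted concentration of half-maximal effect; 0% = DMSO wells and -100% = cell-free medium wells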
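Cytotoxicity counter-line: IDH1KD HT-1080, 48 h, CellTiter-Glo. Curves classed by r2, magnitude and activity.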
IL1B secr inh: qHTS for Inhibitors of Inflammasome Signaling: IL-1-beta AlphaLISA Primary Screen | THP-1 LPS/ATP IL-1B secretion, AlphaLISA, 16 h; active compounds read low | activity change, % at 57.5 µM | 360,000 compounds, 4.7% hits; in the data active = activity change below about -50%; inconclusive = mostly about -30% to -49%; note: % is set by controls: 0 for no effect and ±100 for the full control effect
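Secreted IL-1B measured by AlphaLISA bead assay after 16 h compound exposure of THP-1 cells; compounds (final up to 57.5 uM) added 1 h before LPS (250 ng/mL) and ATP (1.25 mM) stimulation; lower signal means less secretion.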
* hit, by the source's call; ? = inconclusive; · = no result given; & = joins results of further samples; [ ] = remark or other dose. Unless noted, calls come from the whole dose curve; as a rule, active = well fitted curve in the direction sought with a large enough effect; inconclusive = small, poorly fitted or top-dose-only effect, or another doubt; inactive = no such curve, though single readings can be large; an effect the other way counts as inactive or inconclusive.

| mol | D3 ag | HT1080NT lethal | SW480 rereplic | MCF10A rereplic | KB-3-1 cytotox | GLP1R cytotox | KB-V1 MDR tox | HT1080 IDH1KD tx | IL1B secr inh |
| --- | --- | --- | --- | --- | --- | --- | --- | --- | --- |
| COc1ccccc1C/C(N)=N/OC(=O)COc1ccc(C)cc1 | 4 | 0% | 0% | 7% | 2% | 14% | ? | 6% | -12 |
| COC(=O)c1ccccc1S(=O)(=O)N1CCC(C(=O)N2CCC2)CC1 | 4 | 8% | -18% | -11% | 6% | -26% | 6% | 3% | -1 |
| COc1ccc(CCNC(=O)CCCNC(=O)Cn2cnc3sc(C)c(C)c3c2=O)cc1OC | -8 | -2% | -1% | 0% | 7% | -12% | ? | 1% | 13 |
| Cc1ccc(S(=O)(=O)N2C[C@H]3[C@H]4C(=O)N(C)C(=O)[C@H]4CC(=O)[C@H]3[C@@H]2c2ccccc2F)cc1 | 4 | ? | · | · | 0% | 2% | 10% | 18% | 28 |
| COc1ccc(S(=O)(=O)N2CCCCC2)cc1NC(=O)CCc1cc(OC)c(OC)c(OC)c1 | 0 | 1% | -8% | 8% | 3% | 2% | -9% | 10% | -25 |
| O=C(N/N=C/c1ccoc1)c1ccccc1O | 4 | -12% | ? | 3% | 7% | 3% | 1% | -8% | 6 |
| O=C1CNC(=S)N1C1CCCCCC1 | 1 | 8% | -16% | -24% | -4% | -4% | 15% | -2% | 6 |
| Cc1ccc(NC2c3ncccc3C(=O)N2Cc2cccs2)cc1 (stereo not given) | 5 | 16% | -2% | -2% | 3% | -25% | ? | 1% | 0 |
| COc1cc(C(=O)Nc2cc(S(C)(=O)=O)ccc2Cl)ccc1OCC(=O)N1CCOCC1 | 2 | 0% | -17% | ? | -24% | 6% | 0% | -2% | -12 |
| CCC(=O)N1CCCC(C(=O)Nc2nc3ccccc3n2C)CC1 (stereo not given) | 7 | 8% | · | · | 0% | 6% | 2% | 19% | 4 |
| Cc1ccc(N(CC(=O)NCc2ccco2)C(=O)CNS(=O)(=O)c2ccccc2)c(C)c1 | -1 | -2% | -4% | -14% | 17% | -5% | -14% | -2% | 21 |
| Cc1ccc(C(=O)Nc2cccc(C(F)(F)F)c2)cc1NC(=O)c1nccnc1N | -1&-8 | 1%&0% | 2% | 63% | 1%&0% | -15%&4% | 13%&-16% | -7%&6% | 74&75 |
| Cc1cccc(C)c1NC(=O)COc1ccc2c(C)c(Cc3ccccc3)c(=O)oc2c1C | -6 | 5% | -4% | ? | -19% | 3% | -15% | 7% | 27 |
| Cc1nn2c(=S)[nH]nc2[nH]c1=O | -4 | 1% | -42%[inhibitor] | -50%[inhibitor] | -8% | -2% | -7% | 0% | -21 |
| CCOC(=O)N1CCN(C(C(=O)NC2CCCC2)c2ccco2)CC1 (stereo not given) | 2 | -2% | · | · | 5% | 2% | ? | 3% | 12 |
| COc1ccc(Oc2c(Cl)cnn(-c3ccc(C)cc3)c2=O)cc1 | -15 | ? | ? | ? | 21% | ? | 0% | -4%[9.24 µM] | -114* |
| O=C(CCn1c(=S)oc2ccccc21)N1CCN(c2ccc(F)cc2)CC1 | -4 | 1% | -5% | 0% | -4% | -1% | 9% | 1% | -18 |
| CCOCCCn1c(=S)[nH]c2cc(C(=O)N3CCC(C(N)=O)(N4CCCCC4)CC3)ccc2c1=O | 1 | -5% | -7% | 6% | -1% | 12% | -10% | 0% | -12 |
| CCN1C(=O)[C@H]2[C@@H](c3ccc(-c4ccc5c(c4)OCO5)c(OC)c3)N[C@@](Cc3ccccc3)(C(=O)OC)[C@H]2C1=O | -2 | -10% | 4% | ? | -13% | 4% | ? | -10% | -24 |
| CCOC(=O)c1ccc(NC(=O)c2nc[nH]c2C(=O)NC2CCN(C(=O)OC(C)(C)C)CC2)cc1 | -1 | 9% | 4% | 17% | -1% | 11% | -10% | 3% | -7 |
| COc1cccc(-c2nnc(SCCC(=O)O)n2C)c1 | -1 | 7% | -3% | 0% | 0% | -14% | 3% | 4% | -8 |
| CCCc1nc2nc(C)c(NS(=O)(=O)c3ccc([N+](=O)[O-])cc3)c(=O)n2[nH]1 | -3 | 4% | -2% | -32%[inhibitor] | -2% | ? | 13% | 2% | 6 |
| O=C(Nc1ccc(F)cc1)c1ccc2c(c1)NC(=O)c1ccccc1S2 | 5 | · | · | · | ? | 1% | -24% | · | · |
| O=C(Nc1ccc(N2CCCCCC2)cc1)c1ccccc1Cl | -10 | 12µM* | 13µM* | 6.5µM* | ? | ? | ? | 8.2µM* | ? |
| O=C(N/N=C1\CC(c2ccccc2)Oc2ccccc21)c1ccccn1 (stereo not given) | -18 | 12% | -15% | 0% | 10% | 16% | -17% | 6% | 0 |
| COc1ccc(-c2csc(Nc3cccnc3)n2)cc1 | 5 | -7% | 3% | 3% | 4% | 2% | 0% | -19% | 2 |
| CC1CN(Cc2c(O)ccc3c(=O)c(-c4ccccc4)coc23)CC(C)O1 (stereo not given) | 10 | 14% | -3% | 0% | -15% | 3% | -11% | 9% | -9 |
| Cc1[nH]nc2c1C1(CCN(C(=O)OCc3ccccc3)CC1)C(C#N)=C(N)O2 | -4 | 11% | -8% | 11% | 3% | -8% | 12% | 14% | ? |
| Cc1cccc(C)c1NC(=O)NC1(C(=O)N2CCN3CCCC3C2)CCCCC1 (stereo not given) | 5 | 6% | -28% | -24% | 8% | -5% | 4% | -1% | -3 |
| CCCCCNC(=O)CSC1=N/C(=C\c2ccc(Cl)c(Cl)c2)C(=O)N1CC | -5 | 12% | 0% | -2% | 10% | -9% | 4% | 5% | 10 |

Among those listed so far, 2 contain a thiophene ring, fused or not:
| mol | D3 ag | HT1080NT lethal | SW480 rereplic | MCF10A rereplic | KB-3-1 cytotox | GLP1R cytotox | KB-V1 MDR tox | HT1080 IDH1KD tx | IL1B secr inh |
| --- | --- | --- | --- | --- | --- | --- | --- | --- | --- |
| COc1ccc(CCNC(=O)CCCNC(=O)Cn2cnc3sc(C)c(C)c3c2=O)cc1OC | -8 | -2% | -1% | 0% | 7% | -12% | ? | 1% | 13 |
| Cc1ccc(NC2c3ncccc3C(=O)N2Cc2cccs2)cc1 (stereo not given) | 5 | 16% | -2% | -2% | 3% | -25% | ? | 1% | 0 |

Next results follow:
| mol | D3 ag | HT1080NT lethal | SW480 rereplic | MCF10A rereplic | KB-3-1 cytotox | GLP1R cytotox | KB-V1 MDR tox | HT1080 IDH1KD tx | IL1B secr inh |
| --- | --- | --- | --- | --- | --- | --- | --- | --- | --- |
| NS(=O)(=O)c1ccc(-c2cccc(/C=C3\SC(=O)NC3=O)c2)cc1 | 2 | 5% | -5% | 20% | ? | 3% | -21% | -18% | -3 |
| CCOC(=O)N1CCN(S(=O)(=O)c2ccc3c(c2)CC(C)N3C(=O)C2CC2)CC1 (stereo not given) | -9 | -4% | -5% | 6% | -10% | -11% | -27% | -3% | 0 |
| Cn1c(N)c(C(=O)COC(=O)/C=C/c2ccc(Cl)cc2)c(=O)n(C)c1=O | 7 | 2% | -2% | 2% | -5% | -3% | 16% | 7% | 15 |
| Cc1[nH]c2ccc(C(=O)OC(C)C(=O)NC3(C#N)CCCCC3)cc2c1C (stereo not given) | 3 | -13% | -1% | ? | 2% | -7% | 4% | -7% | -3 |
| Cc1cc(C(F)F)nn1CC(=O)NC1CCCC1 | -3 | 14% | 1% | ? | 8% | 4% | 3% | 16% | 1 |
| COc1cc(C2CC(=O)N(CC(=O)NCC3CCCO3)c3ccccc3S2)cc(OC)c1OC (stereo not given) | 10 | 0% | -11% | 1% | 15% | -10% | 1% | -14% | 4 |
| CCc1ccc(C(=O)NC(C(=O)NCC2CCCO2)C(C)C)cc1 (stereo not given) | -20 | -7% | 0% | 15% | -10% | -1% | -56% | 21% | -4 |
| CCOC(=O)c1oc2cc(C)cc(O)c2c(=O)c1-c1csc(C)n1 | -4 | 3% | -21% | -5% | -1% | -3% | 3% | 6% | -3 |
| Cc1cccc(CSc2ncnc3nc[nH]c23)c1 | 0 | -25% | -3% | 14% | 9% | -10% | -7% | -24% | -7 |
| NC(=O)c1cc(-c2ccccc2)nc(N2CCCCCC2)n1 | 2 | ? | 9% | ? | -2% | 67%[activator] | 1% | -28% | -16 |
| Cc1ccc(C(=O)NCC(=O)OCC(=O)NC(C)c2ccccc2)s1 (stereo not given) | -3 | -1% | -2% | -2% | -8% | 0% | -2% | -1% | -22 |
| COc1ccccc1N(C)S(=O)(=O)c1ccc(C(=O)NCc2ccccc2CN2CCCC2)cc1 | -17 | ? | ? | ? | ? | -20% | -17% | ? | ? |
| COc1ccc(/C=N/NC(=O)c2nn(-c3ccccc3)c(=O)c3c(N)scc23)cc1 | -4 | 0% | -4% | 3% | 9% | -19% | 16% | 4% | -20 |
| O=C(CSc1ccc(Cl)cc1Cl)N1CCC(c2nc3ccccc3s2)CC1 | 10 | -25% | -5% | ? | -13% | -28% | ? | -4%[9.24 µM] | -18 |
| COc1ccccc1OCCc1nnc(N)s1 | -9 | 10% | -6% | 3% | ? | 1% | 17% | -17% | 3 |
| CCOC(=O)c1noc2ncn(CC(=O)Nc3ccc(C)c(F)c3)c(=O)c12 | -6 | · | · | · | 0% | -9% | -1% | · | · |
| Cc1ccc2c(CN3CCN(S(=O)(=O)c4ccc(Cl)cc4)CC3)cc(=O)oc2c1C | -2 | 0% | ? | 4% | -9% | 2% | ? | 1% | 13 |
| Cc1cc(C(=O)NNC(=O)c2ccc(F)cc2)c(C)s1 | -1 | 0% | 0% | 3% | 7% | 6% | -17% | 6% | -14 |
